Pin1 inhibitor – blocks the human prolyl isomerase Pin1; Q13526; Pin1 FP peptide displacement, HiFluor488, 10 min; Potency, µM (series often up to 115 µM), inactives show at the highest dose activity, negative = inhibition, usual class: inhibitors; 390,000 compounds, 0.009% hits; active = well fitted inhibition curve with a large enough effect in the polarisation, with a control signal flat, not every such curve was filed as active; inconclusive = small, poorly fitted or top-dose-only effect, or effect the other way, or a change in a side signal; inactive = no such curve, though single readings can be large or run the other way; the % refers to the polarisation; also: % is scaled to controls: 0 for no effect and ±100 for the full control effect
Target sequence (Q13526 whole entry, looked up): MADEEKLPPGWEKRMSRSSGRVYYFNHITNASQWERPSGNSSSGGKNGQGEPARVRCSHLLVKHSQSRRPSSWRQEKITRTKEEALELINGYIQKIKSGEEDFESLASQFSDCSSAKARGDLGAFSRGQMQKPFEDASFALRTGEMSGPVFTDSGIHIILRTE
BAZ2B block – BAZ2B (human) inhibition; AlphaScreen BAZ2B-H3K14Ac peptide displacement; 360,000 compounds, 4.4% hits; Potency, µM (highest dose often 114 µM), for the others: top-dose activity change, negative = inhibition, hits mostly inhibitors; Q9UIF8; also: % is scaled to controls: 0 for no effect and ±100 for the full control effect; nearly all actives have a fitted effect of over 60% in size
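AlphaScreen luminescence quantifies BAZ2B engagement of H3K14Ac peptide; the protein and biotinylated peptide are both at 50 nM final, buffer PBS pH 7.4 with 0.01% Tween-20, all steps at room temperature.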
JMJD2A Tudor inh – blocks the human JMJD2A Tudor domain; Potency, µM (doses to about 114 µM), for the others: at the highest dose activity change, negative = inhibition, most hits filed as inhibitors; O75164; 390,000 compounds, 4.4% hits; AlphaScreen JMJD2A-Tudor / H3K4me3 peptide binding; also: % is scaled to controls: 0 for no effect and ±100 for the full control effect; nearly all actives have a fitted effect of over 50% in size
Tb PGK inh – inhibitors of T. brucei phosphoglycerate kinase. 380,000 compounds, 0.043% hits. Potency, µM (highest dose often 57.5 µM), for the others: top-dose activity change, negative = inhibition, actives largely listed as inhibitors. AID 602233. PGK/GAPDH coupled, Kinase-Glo luminescence, 60 min. P07378; also: % is scaled to controls: 0 for no effect and ±100 for the full control effect; nearly all actives have a fitted effect of over 60% in size
Target sequence (P07378 whole entry, looked up): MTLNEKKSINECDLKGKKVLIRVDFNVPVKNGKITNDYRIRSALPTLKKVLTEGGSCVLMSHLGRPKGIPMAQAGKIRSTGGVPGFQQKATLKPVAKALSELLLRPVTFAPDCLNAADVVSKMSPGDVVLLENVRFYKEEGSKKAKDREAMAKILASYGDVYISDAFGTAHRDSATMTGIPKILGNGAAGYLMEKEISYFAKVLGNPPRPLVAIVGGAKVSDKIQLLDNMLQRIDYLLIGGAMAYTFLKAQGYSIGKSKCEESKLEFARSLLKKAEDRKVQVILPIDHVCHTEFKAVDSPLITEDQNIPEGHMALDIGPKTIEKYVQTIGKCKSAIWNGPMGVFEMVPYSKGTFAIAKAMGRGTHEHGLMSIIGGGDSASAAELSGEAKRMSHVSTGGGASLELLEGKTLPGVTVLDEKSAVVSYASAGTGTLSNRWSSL
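Recombinant glycosomal PGK reaction used 1,3-bisphosphoglycerate generated in-well by GAPDH (100nM final) in 100mM TEA pH 7.6, 5mM MgCl2, 0.01% Tween-20. After 60 minutes at room temperature, ATP was read by Kinase-Glo Plus luminescence end-point.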
BLM helicase inh – Bloom syndrome helicase (human) inhibition; AID 2528; P54132; Potency, µM (titrated, usually from 56.1 µM), without a hit: at the highest dose activity change, negative = inhibition, usual class: inhibitors; 350,000 compounds, 0.2% hits; recombinant BLM DNA unwinding, fluorescence dequenching;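 also: plate controls were vehicle for no effect and no enzyme for full effect; nearly all actives have a fitted effect of over 35% in size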
Pol iota inh – DNA polymerase iota (human) inhibition. Pol iota fluorescent replication assay, 10 min. AID 588590. 390,000 compounds, 1% hits. Potency, µM (series often up to 115 µM), without a hit: at the top dose activity, negative = inhibition, actives largely listed as inhibitors. Q9UNA4
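Fluorescent replication assay read twice, at 0 min and 10 min after adding 50 nM (final) substrate. Enzyme (10 nM) and compounds were first incubated 15 min at room temperature; enzyme-free buffer wells were negative controls.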
GLS inhibitor – blocks human kidney-isoform glutaminase activity. 410,000 compounds, 0.21% hits. Potency, µM (titrated, usually from 45.5 µM), for inactives: at the top dose activity change, negative = inhibition, hits mostly inhibitors. GLS enzymatic activity, qHTS titration. AID 624170; also: % is scaled to controls: 0 for no effect and ±100 for the full control effect
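hKGA in 45 mM KH2PO4 pH 8.2, 0.02% Tween-20 with pin-transferred compounds; 1 mM L-glutamine (stock) plus glutamate oxidase/HRP/Amplex Red coupling added. Fluorescence read initially and after 30 min at RT.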
G9a inh – inhibitors of human histone lysine methyltransferase G9a; Q96KQ7; G9a H3K9 monomethylation, AlphaScreen, 2 h; Potency, µM (top dose mostly 102 µM), for inactives: top-dose activity, negative = inhibition, actives largely listed as inhibitors; 350,000 compounds, 8.8% hits; AID 504332; also: % is scaled to controls: 0 for no effect and ±100 for the full control effect; nearly all actives have a fitted effect of over 75% in size
Target sequence (Q96KQ7 913-1193 limits assumed): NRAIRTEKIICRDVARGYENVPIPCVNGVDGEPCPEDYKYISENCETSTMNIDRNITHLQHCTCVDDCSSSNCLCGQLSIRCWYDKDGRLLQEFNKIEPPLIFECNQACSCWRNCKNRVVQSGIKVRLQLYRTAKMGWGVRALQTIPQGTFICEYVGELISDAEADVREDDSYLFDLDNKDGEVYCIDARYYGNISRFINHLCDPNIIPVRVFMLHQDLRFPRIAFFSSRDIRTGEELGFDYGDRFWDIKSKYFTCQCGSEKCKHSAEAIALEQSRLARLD
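Step 1: enzyme (final 20 nM) with compound, 15 min RT. Step 2: substrate peptide 500 nM and SAM 20 uM, 2 h RT. Step 3: anti-H3K9me1 antibody and AlphaScreen beads, 10 min, then plate read.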
HP1b chromo inh – inhibitors of HP1-beta chromodomain binding to methylated histone tails; P83916; AlphaScreen HP1-beta / biotin-H3K9me3 peptide binding; Potency, µM (highest dose often 114 µM), inactives show at the top dose activity change, negative = inhibition, hits mostly inhibitors; 390,000 compounds, 0.56% hits; also: nearly all actives have a fitted effect of over 70% in size; inactives centre near 23
Target sequence (P83916 whole entry, looked up): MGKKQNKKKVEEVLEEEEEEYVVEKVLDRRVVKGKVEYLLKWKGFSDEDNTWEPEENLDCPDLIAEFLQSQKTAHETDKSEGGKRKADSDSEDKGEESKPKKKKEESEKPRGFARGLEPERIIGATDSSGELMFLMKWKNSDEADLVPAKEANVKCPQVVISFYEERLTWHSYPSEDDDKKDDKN
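Compound inhibition of the preformed complex between 50 nM HP1-beta and 50 nM biotinylated H3K9me3 peptide was read by AlphaScreen. Buffer was PBS pH 7.4 with 0.01% Tween-20. Incubations ran 30 min at room temperature, with 10 ug/mL donor/acceptor beads.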
Active calls of the source: *; i = inactive; ? = inconclusive; / = not tested or not shown; & = joins results of further samples; [ ] = dose if it differs, or a comment. Unless noted, calls follow the shape of the dose curve; as a rule, active = well fitted curve in the direction sought with a large enough effect; inconclusive = small, poorly fitted or top-dose-only effect, or another doubt; inactive = no such curve, though single readings can be large; an effect the other way counts as inactive or inconclusive. Potency is read from the fitted curve at half-maximal effect.

SMILES	Pin1 inhibitor	BAZ2B block	JMJD2A Tudor inh	Tb PGK inh	BLM helicase inh	Pol iota inh	GLS inhibitor	G9a inh	HP1b chromo inh
COc1cccc(N2CC(C)Cn3c2nc2c3c(=O)n(CCN3CCOCC3)c(=O)n2C)c1 (stereo unspecified)	-2%	-6%	?	-8%	3%	-10%	0%	-1%	8%
COc1ccc(NC(C#N)c2ccccc2OCc2ccccc2)cc1 (stereo unspecified)	?	22%	10%	/	-6%	?	7%	-20%	34%
CCn1c(C)nc2cc(C(=O)N/N=C/c3ccc(O)cc3)ccc21	8%	7%	-1%	i	-1%	?	30%	21%[59 µM]	29%
CCCN(C(=O)c1cnccn1)c1c(N)n(Cc2ccccc2)c(=O)[nH]c1=O	8%	8%	3%	7%	/	37%[activator]	3%	18%[2.33 µM]	29%
O=C(NCc1cccnc1)C(=O)NCC1OCCN1S(=O)(=O)c1ccc(F)cc1 (stereo unspecified)	?	4%	-8%	8%	-14%	-1%	-3%	9%	50%[activator]
Cc1ccc(CN2CCN(CC(=O)NCc3ccccc3Cl)C2=O)cc1	-2%	5%	-4%	-7%	-2%	35%[activator]	1%	10%[59 µM]	18%
CCOc1ccc(NC(=O)CC2C(=O)Nc3ccccc3N2C(=O)c2ccccc2)cc1 (stereo unspecified)	1%	1%	-20%	3%	-3%	108%[activator]	3%	0%	15%
COc1ccc(OC)c(-c2csc(N(Cc3ccco3)C(=O)c3ccco3)n2)c1	27%	-36%	-18%	-4%	-16%	12%	0%	?	29%
CCCN1C(=O)C(O)(CC(=O)c2ccc(OC)c(OC)c2)c2ccccc21 (stereo unspecified)	1%	30%	-12%	1%	-2%	28%	6%	10%[59 µM]	61%[activator]
O=C(NCCc1csc(-c2ccccc2)n1)c1c(F)cccc1Cl	-2%	/	7%	i	-1%	82%[activator]	3%	-10%	29%
CC(C)(C)c1cc(CCC(=O)NNC(=S)NC(=O)c2ccccc2)cc(C(C)(C)C)c1O	9%	-34%	?	-8%	0%	41%[activator]	-11%	28µM*	8%
O=C(NCCC1=CCCCC1)C1CCCN(S(=O)(=O)c2cccnc2)C1 (stereo unspecified)	1%	1%	-12%	-11%	3%	-11%	19%	4%	36%[activator]
COc1ccc(N2CCN(C(=O)CSc3nnc4nc(C)cc(C)n34)CC2)cc1	-6%	/	-15%	0%	/	-1%[58.9 µM]	31%[activator]	/	12%
CCCCNC(=O)c1cnc2c(-c3ccc(OCC)c(OCC)c3)c(C)nn2c1-c1ccccc1	-8%	-8%	-23%	/	0%	-9%	-6%	0%[59 µM]	51%[activator]
Cc1cc(=O)[nH]c(SCC(=O)C23CC4CC(CC(C4)C2)C3)c1C#N	13%	11%	-16%	-8%	-3%	?	6%	4%[12.7 µM]	24%
CCOC(=O)c1c(CN2CCN(CC#N)CC2)n(C)c2cc(Br)c(OC)cc12	-5%	-13%	-15%	i	-4%	33%[activator]	?	15%[0.501 µM]	16%
O=C(Nc1cc(S(=O)(=O)N2CCCCC2)ccc1Cl)c1ccccc1NS(=O)(=O)c1ccc(F)cc1	?	-6%	-33%	0%	-12%	-9%	9%	17%[59 µM]	12%
COc1ccc(S(=O)(=O)N(CCc2ccccc2)CC(=O)N2CCOCC2)cc1	-11%	0%	-13%	-10%	1%	3%	3%	9%[12.7 µM]	23%
COc1cc(CN(C2CCCCC2C)S(=O)(=O)c2ccc(S(=O)(=O)NC3CC3)cc2)cc(OC)c1OC (stereo unspecified)	46%[activator]	-13%	-7%[57.1 µM]	5%	-8%	44%	0%	-10%[59 µM]	19%
COc1ccc(C(=O)COC(=O)c2cncc(Br)c2)cc1	3%	2%	1%	5%	/	13%	1%	3%[59 µM]	46%[activator]
Cc1ccc(NC(=O)C2CC(=O)N(CCc3ccccc3)C2)cc1Cl (stereo unspecified)	?	-5%	-6%	-1%	/	29%	-1%	0%[12.7 µM]	36%
Cc1cc(=O)[nH]c(SCC(=O)N2CCN(C(c3ccccc3)c3ccccc3)CC2)n1	2%	-4%	-18%	i	-3%	-4%	9%	10%[12.7 µM]	3%
CN(CC(=O)NCc1ccncc1)S(=O)(=O)c1ccc(Br)cc1	-3%	-23%	-7%	i	-6%	15%	-11%	10%	22%
COc1ccc(S(=O)(=O)N2CCC(C(=O)Nc3nccs3)CC2)cc1	0%	-8%	-9%	-6%	-16%	0%	-6%	/	19%
CC1CCN(C(=O)COC(=O)c2cccc(S(=O)(=O)N(C)c3ccccc3)c2)CC1	-4%	2%	-23%	-2%	/	13%	2%	-6%[12.7 µM]	18%

Complete entries from above.
COc1ccc(C(=O)COC(=O)c2cncc(Br)c2)cc1 is listed as Pin1 inhibitor = 3%; BAZ2B block = 2%; JMJD2A Tudor inh = 1%; Tb PGK inh = 5%; BLM helicase inh = /; Pol iota inh = 13%; GLS inhibitor = 1%; G9a inh = 3%[59 µM]; HP1b chromo inh = 46%[activator]
COc1ccc(S(=O)(=O)N2CCC(C(=O)Nc3nccs3)CC2)cc1 is listed as Pin1 inhibitor = 0%; BAZ2B block = -8%; JMJD2A Tudor inh = -9%; Tb PGK inh = -6%; BLM helicase inh = -16%; Pol iota inh = 0%; GLS inhibitor = -6%; G9a inh = /; HP1b chromo inh = 19%

(continued)
SMILES	Pin1 inhibitor	BAZ2B block	JMJD2A Tudor inh	Tb PGK inh	BLM helicase inh	Pol iota inh	GLS inhibitor	G9a inh	HP1b chromo inh
O=C(O)C1CC1c1ccc(Br)cc1 (stereo unspecified)	1%	-6%	-25%	-7%	-2%	3%	-5%	-29%[59 µM]	22%
COc1cc(C(CCN2CCN(c3ccccc3)CC2)c2c(OC)cc(OC)c3c(C)cc(=O)oc23)cc(OC)c1OC (stereo unspecified)	6%&1%	?	?	7%	-6%&2%	-16%&0%	12%	-119%[59 µM]	-29%&-21%
CC1CCC(NC(=O)C2CCN(S(=O)(=O)c3cccc4nonc34)CC2)CC1 (stereo unspecified)	0%	2%	-8%	-13%	-6%	38%[activator]	15%	11%	32%
O=C(CNC(=O)C(c1ccccc1)c1ccccc1)N/N=C/c1ccc(O)cc1O	6%	-20%	-28%	-9%	-15%	6%	14%	8%	27%
NCCCC[C@@H](C(=O)N1CCNCC1)n1cc([C@@H](N)CO)nn1	2%	-31%	-15%	-10%	3%	-11%	-2%	11%[12.7 µM]	46%[activator]
COc1ccc(S(=O)(=O)NCCCn2ccnc2)cc1Cl	-2%	-35%	-12%	i	1%	39%[activator]	-16%	?	42%[activator]
Nc1cc(N)nc(SCc2ccc(Cl)cc2)n1	1%	-2%	-23%	0%	-5%	97%[activator]	-10%	/	28%
O=C(Nc1ccc(S(=O)(=O)Nc2nccs2)cc1)c1ccc(F)cc1	0%	-3%	-8%	3%	1%	106%[activator]	0%	-8%[59 µM]	5%
COc1ccc(Cl)cc1N(C)C(=O)Cc1noc2ccc(C)cc12	-1%	-36%	-36%	-1%	0%	0%	6%	?	-9%
OCCN1CCN(c2ncnc3c2sc2nc(N4CCOCC4)c4c(c23)CCC4)CC1	?	-26%	-35%	i	22%	33%[activator]	42%[activator]	?	1%
Cc1ccccc1-c1nnn(CC(=O)Nc2ccc3c(c2)OCCO3)n1	4%	6%	-11%	6%	-5%	88%[activator]	6%	1%[59 µM]	-7%
CC1(c2ccc(Cl)cc2)NC(=S)N2C1NC(=S)N2c1ccccc1 (stereo unspecified)	-8%	50µM*	-30%	i	-2%	36%[activator]	-12%	-113%[59 µM]	27%
O=C(CN1C(=O)NC2(CCCCC2)C1=O)NCCCSc1ccccc1	-7%	9%	-3%	-4%	/	10%	0%	14%[12.7 µM]	21%
COC(=O)c1ccccc1NC(=O)CSc1nc2sc3c(c2c(=O)[nH]1)CCCC3	18%	?	56µM*	-3%	-12%	?	-6%	?	?
COC(=O)CCC(=O)OC1(C)C(=O)C2=CN(CCc3ccccn3)C(c3ccc(OC)cc3)=CC2=C(Br)C1=O (stereo unspecified)	?	/	?	-12%	-14%[12.4 µM]	?	2%	/	-1%
COc1ccc(CCNC(=O)c2cc(S(=O)(=O)N(C)C)ccc2N2CCCC2)cc1OC	-1%	15%	-2%	-7%	0%	10%	-6%	/	26%
CN(CC(=O)Nc1ccccc1Cl)C(=O)COC(=O)C1CCN(c2ccc(C(F)(F)F)cn2)CC1	-6%	-6%	-11%	3%	/	-19%	4%	4%[12.7 µM]	12%
O=C1CC2CS(=O)(=O)CC2N1C1CCCCC1 (stereo unspecified)	3%	8%	-6%	i	2%	20%	-11%	10%	46%[activator]
Cc1ccc(S(=O)(=O)N2CCCCC2)cc1C(=O)N(C)CC(=O)Nc1cccc(F)c1	1%	-16%	-5%	i	/	5%	-10%	-22%	19%
COc1ccc(-n2c(=O)c3c4c(sc3n(CC(=O)N3CCCCC3C)c2=O)CCC4)c(OC)c1 (stereo unspecified)	1%	-1%	-4%	-4%	-1%	-10%	-4%	-3%[59 µM]	33%
Cc1nc(N2CCCCC2)nc(N2CCCCC2)c1C=O	15%	2%	-9%[11.4 µM]	5%	-4%	77%[activator]	0%	19%[12.7 µM]	39%[activator]
O=S(=O)(NCC(c1cccnc1)N1CCOCC1)c1cccs1 (stereo unspecified)	-10%	1%	-14%	/	-4%	2%	-6%	?	32%
CCNC(=O)C(=O)NCC(c1cccs1)S(=O)(=O)c1ccc(C)cc1 (stereo unspecified)	2%	-5%[57.1 µM]	5%	4%	0%	19%	-14%	?	16%
Cc1cc(C)cc(NC(=O)CSc2nnc(COc3ccccc3Cl)o2)c1	-3%	8%	11%	-3%	-10%	10%	-5%	-3%[59 µM]	39%
COc1ccc(CN(Cc2ccc(C(=O)O)cc2)C(=S)Nc2ccc(C)cc2)cc1OC	4%	2%	-7%	4%	1%	17%	5%	-1%	41%[activator]
Cc1ccc(NC(=O)CSc2nnc(-c3ccccc3Br)o2)cc1C	4%	-5%	-17%	i	-3%	-2%	0%	10µM*	15%
CCSc1ccccc1C(=O)NC1CCCCC1	-8%	-1%	-16%	-4%	5%	45%[activator]	4%	/	55%[activator]
CC(C)C(=O)Nc1cc2c3c(c1)CCN3C(=O)CC2	0%	-2%	20%	2%	-3%	-10%	-1%	12%	52%[activator]

Screens from PubChem.

The list is partial. The share of hits here may be higher or lower than overall.
